# Screening results (PubChem BioAssay)
# MITF TRPM1 inh = MITF TRPM1 promoter inhibition in SK-MEL-5 cells; SK-MEL-5 TRPM1 promoter luciferase, 24 h; inhibition, % at 12.5 µM; 330,000 compounds, 0.83% hits;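 active = mean inhibition across replicates of 60% or more, whatever share of single replicates reaches that level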; note: values of inactives mirror those of a sister screen read the other way
# PDI inh = inhibitors of human protein disulfide isomerase; P07237; PDI insulin aggregation turbidity, A650, 90 min; inhibition, % at 10 µM; 350,000 compounds, 0.052% hits;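 active = mean inhibition across replicates of 30% or more, whatever share of single replicates reach that level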;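 note: absorbance from insulin aggregation driven by PDI reduction with DTT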
# Target sequence (P07237 whole entry, looked up): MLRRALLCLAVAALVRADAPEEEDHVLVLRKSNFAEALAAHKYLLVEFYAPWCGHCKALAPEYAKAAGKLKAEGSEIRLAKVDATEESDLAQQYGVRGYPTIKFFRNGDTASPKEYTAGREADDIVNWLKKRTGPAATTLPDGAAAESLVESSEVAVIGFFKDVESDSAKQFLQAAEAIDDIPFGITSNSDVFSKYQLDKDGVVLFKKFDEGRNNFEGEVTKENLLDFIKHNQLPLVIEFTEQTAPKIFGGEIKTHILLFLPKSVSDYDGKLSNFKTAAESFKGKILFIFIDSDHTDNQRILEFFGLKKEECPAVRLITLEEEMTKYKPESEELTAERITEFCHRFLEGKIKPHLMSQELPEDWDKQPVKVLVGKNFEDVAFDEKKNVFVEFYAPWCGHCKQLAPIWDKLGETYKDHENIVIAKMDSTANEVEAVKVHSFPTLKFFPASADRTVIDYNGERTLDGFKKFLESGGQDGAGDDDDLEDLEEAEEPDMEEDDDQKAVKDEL
# Shn3 3UTR inh = Schnurri-3 reporter inhibition in Clone20 osteoblasts; Clone20 osteoblast Shn3 3'UTR firefly luciferase, 24 h; inhibition, % at 12.5 µM; 360,000 compounds, 0.52% hits;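 active = mean inhibition of at least 75% with every replicate also reaching 75%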;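 note: 0% = median of neutral control wells and 100% = pilot-screen positive control compound; some compounds past the cut are filed as inactive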
# Vif imaging = HIV Vif inhibition; HEK293T cells, Vif self-association by quenched fluorescence, imaging, 24 h; inhibition, % at 7.49 µM; 340,000 compounds, 0.35% hits; AID 602346; in the data active = inhibition above about 50%, passing the limit was not always enough; note: some results filed as inactive read as strong as hits
# KKLEB tox = counter-screen for CF NF-kB inhibitors: cytotoxicity. activity change (cytotoxicity), % at 5 µM. KKLEB CF airway cells viability, ATPlite luminescence, overnight; active compounds read low; cells stimulated with P. aeruginosa culture filtrate. 360,000 compounds, 0.36% hits;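 active = corrected activity change at or below -50% at 5 µM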
# NR2E3 ag-1 = agonists of human nuclear receptor NR2E3; 320,000 compounds, 0.12% hits; GST-NR2E3/biotin-RetCOR TR-FRET, 1536-well; AID 2300; inhibition of corepressor binding, % at 4.78 µM;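 active = percent inhibition above the cutoff of mean plus 3 SD of all tested compounds, set per screening campaign, cut at about 20% in these data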;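 note: 0% = DMSO wells and 100% = biotin wells as full block of FRET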
# Target sequence (Q9Y5X4 whole entry, looked up): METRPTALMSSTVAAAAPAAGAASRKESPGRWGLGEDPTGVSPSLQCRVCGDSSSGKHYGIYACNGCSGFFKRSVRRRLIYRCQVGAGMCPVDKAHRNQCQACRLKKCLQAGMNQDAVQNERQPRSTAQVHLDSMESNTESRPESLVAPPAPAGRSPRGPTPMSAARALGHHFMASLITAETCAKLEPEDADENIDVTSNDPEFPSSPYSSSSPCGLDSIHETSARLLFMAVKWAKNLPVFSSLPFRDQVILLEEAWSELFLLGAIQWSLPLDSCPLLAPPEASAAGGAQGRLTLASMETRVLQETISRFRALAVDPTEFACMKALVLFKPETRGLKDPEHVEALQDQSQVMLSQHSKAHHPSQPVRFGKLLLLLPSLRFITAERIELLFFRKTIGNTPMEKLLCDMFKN
#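 Material: NR2E3–RetCOR corepressor complex | Quantity: 1.35 nM GST-tagged NR2E3 final | Schedule: 5 h at 4 °C | Replication: Singlicate compound wells | Reagent: RetCOR corepressor, biotinylated, 7 nM | Controls: Biotin wells as high control, 0.6% DMSO wells as low control | Signal: TR-FRET, Eu(K)-anti-GST donor, streptavidin-D2 acceptor, ex 340, em 617/671 nm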
# HIF-2a inh = inhibitors of HIF-2a. 786-0 RCC cells HIF-2a reporter, luciferase luminescence, overnight. inhibition, % at 18.8 µM. 360,000 compounds, 0.72% hits. AID 624352;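 active = inhibition of the luminescence signal of 40% or more relative to plate controls, in a single-dose primary screen at 18.75 µM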
# CaV13 ICDI inh = Primary screen for inhibitors of IQ motif and Ca2+-dependent inactivation inhibitor domain binding in CACNA1D, Förster resonance energy transfer in living cells, …. inhibition, % at 12.3 µM. 340,000 compounds, 0.098% hits. HEK cells, CFP/YFP FRET ICDI-IQ, plate reader, 10 min; percent FRET-ratio fall versus neutral wells;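 active = mean replicate inhibition of at least 30% and at least 1% of replicates passing that level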;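 note: 0% = median of the neutral control wells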
# Peg3 promoter = Peg3 promoter activity inhibition; AID 588405; HeLa PEG-Prom luciferase reporter, luminescence, overnight; 360,000 compounds, 1.7% hits; inhibition, % at 20 µM;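 active = inhibition of at least 50% at 20 µM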
# CF NFkB block = cystic fibrosis NF-kB activation inhibition | 360,000 compounds, 0.86% hits | AID 588850 | KKLEB NF-kB-GFP reporter, PAF-induced, GFP fluorescence overnight | inhibition, % at 5 µM;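 active = at least 50% inhibition at 5 µM, scaled per plate between neutral and stimulator controls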;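 note: PAF is a Pseudomonas aeruginosa culture filtrate used as stimulus; plate controls were PAF-stimulated DMSO wells for no effect and unstimulated DMSO wells for full effect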
# NR2E3 ag-2 = activates human NR2E3 receptor; 360,000 compounds, 0.35% hits; AID 602229; inhibition of corepressor binding, % at 3.98 µM; CHO-S Gal4-NCOR/VP16-NR2E3 two-hybrid, luciferase;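 active = inhibition above the mean of all tested compounds plus 3 SD, cut at about 70% in these data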;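 note: 0% = DMSO with NR2E3 transfected cells and 100% = cells lacking NR2E3 construct; higher means lower luciferase signal from less NR2E3 corepressor binding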
# * marks the source's active call; other numbers are inactive results; . = no result given.
Structure	MITF TRPM1 inh	PDI inh	Shn3 3UTR inh	Vif imaging	KKLEB tox	NR2E3 ag-1	HIF-2a inh	CaV13 ICDI inh	Peg3 promoter	CF NFkB block	NR2E3 ag-2
CCCCCOC(=O)Nc1nnc(CCCCC)s1	5	7	5	4	0	2	6	-7	-2	8	-18
COCc1nnc(NC(=O)CC(C)C)s1	1	3	1	-10	9	0	3	-4	9	-23	-11
COc1ccc2[nH]c(C(=O)N3CCN(Cc4ccccc4)CC3)cc2c1OC	-12	7	3	1	4	0	-26	-1	-5	22	11
O=C(NCc1ccccc1)C(c1ccco1)N(C(=O)c1cnccn1)c1ccc(F)cc1 (stereo not drawn)	-8	5	1	4	0	2	16	-4	11	-2	9
CCC1=NN2C(=N)/C(=C\c3ccc(OCCOc4ccc(NC(C)=O)cc4)cc3)C(=O)N=C2S1	5	-3	-5	5	-11	0	3	-23	2	-12	-20
CCN(C(=O)COC(=O)c1cc(-c2ccc(C)o2)nc2ccccc12)C1CCS(=O)(=O)C1 (stereo not drawn)	-9	12	-31	2	17	-1	-26	-9	-37	-33	-25
COc1cccc2c1nc(C)c1cc(C)oc12	-27	-5	-64	-14	-3	7	-184	-6	-95	2	-54
O=C(O)c1ccccc1C(=O)N1CCN(c2ccccc2)CC1	3	-1	9	4	13	4	-5	-5	5	-5	-5
COc1cc([N+](=O)[O-])ccc1NC(=O)CSc1n[nH]c(C(C)C)n1	4	2	13	-4	-1	-1	14	-3	7	2	0
COc1ccc(C(=O)Nc2oc(-c3ccccc3)c(-c3ccccc3)c2C#N)cc1	8	-7	18	-19	-16	8	7	-4	23	12	23
Oc1ccc(-c2c(-c3ccsc3)sc3ccccc23)cc1	2	7	2	10	-1	2	10	-8	15	20	3
COc1ccc(S(=O)(=O)NC2CCc3ccccc32)cc1OC (stereo not drawn)	-2	7	21	10	-5	5	34	-16	12	0	10
Cc1cc(C)cc(OCC(O)CN2CCN(Cc3ccc4c(c3)OCO4)CC2)c1 (stereo not drawn)	6	2	17	18	-4	-1	12	-4	-9	13	-8
COc1ccc(C(NC(=O)c2cccnc2)c2cc(Cl)c3cccnc3c2O)cc1OC (stereo not drawn)	19	2	93*	22	0	2	10	.	34	-2	-15
Cn1c(=O)oc2cc(S(=O)(=O)NCCC(=O)N3CCN(c4ccccc4)CC3)ccc21	-3	-2	6	-2	5	-6	1	-2	1	-11	16
O=C(CN(Cc1ccccc1)S(=O)(=O)c1ccc(F)cc1)NCc1cccnc1	3	-5	10	-8	25	5	11	-7	21	-15	9
Cc1cc(C)nc(SCc2csc(N)n2)n1	-12	-5	.	.	13	-3	-17	-6	1	-6	-15
NS(=O)(=O)c1ccc(CCNC(=O)CNC(=O)c2ccc(Br)o2)cc1	6	4	-3	4	6	0	3	.	5	-8	-12
Cc1cc(C)c(S(=O)(=O)NCc2ccccn2)c(C)c1	9	1	4	-6	0	3	19	-3	3	6	-23
C=CC[C@H](CC(=O)OC(C)(C)C)C(=O)OC[C@H]1CCCN1C(=O)[C@H](CC=C)CC(=O)NCCO	3	-4	-18	-3	0	.	8	-12	-3	-4	-18

# Three of the entries above in order of their number in NR2E3 ag-2, lowest first.
Compound	NR2E3 ag-2
CCC1=NN2C(=N)/C(=C\c3ccc(OCCOc4ccc(NC(C)=O)cc4)cc3)C(=O)N=C2S1	-20
C=CC[C@H](CC(=O)OC(C)(C)C)C(=O)OC[C@H]1CCCN1C(=O)[C@H](CC=C)CC(=O)NCCO	-18
COc1ccc(C(=O)Nc2oc(-c3ccccc3)c(-c3ccccc3)c2C#N)cc1	23

# (more compounds)
Structure	MITF TRPM1 inh	PDI inh	Shn3 3UTR inh	Vif imaging	KKLEB tox	NR2E3 ag-1	HIF-2a inh	CaV13 ICDI inh	Peg3 promoter	CF NFkB block	NR2E3 ag-2
Cc1ccc2c(c1)C(=C(C#N)C#N)CCN2	5	0	9	-12	1	.	16	-7	15	-58	-25
c1ccc(-c2cnnn2-c2ccccc2)cc1	-4	5	-15	-24	-5	.	7	-5	9	4	-1
Cc1ccc(S(=O)(=O)N2[C@@H](c3ccccc3)C(C(=O)O)=CC[C@H]2c2cccc(C)c2)cc1	10	-3	3	.	3	5	16	-6	20	3	-25
COC(=O)CSCC(=O)Nc1cc2c(cc1C(C)=O)OCO2	4	0	-3	1	-4	1	26	.	12	11	4
CC(C)N(Cc1nc(-c2ccccc2)no1)C(=O)c1ccc(Cl)cc1	.	.	-5	.	-4	1	8	-6	13	-22	14
O=C(Nc1ccccc1)Nc1ccc(Cl)c(S(=O)(=O)N2CCOCC2)c1	-5	-4	6	-9	6	4	-5	1	7	14	13
COc1ccc(S(=O)(=O)N2CCCCC2)cc1NC(=O)CN(Cc1ccco1)Cc1ccco1	32	18	77	-30	16	-1	15	-5	54*	2	-1
Cc1cc(C)n2nc(-c3ccccc3)c(-c3ccccc3)c2n1	9	0	17	-7	6	-1	14	-1	23	2	-22
C=CCNC(=S)N1N=C(c2ccco2)CC1c1ccco1 (stereo not drawn)	7	-3	-11	3	6	.	21	-2	12	5	5
CC(C)C12CN3CC(C(C)C)(CN(C1)C3c1ccco1)C2=O (stereo not drawn)	-6	-4	-16	8	7	3	4	-4	1	4	-26
O=C(C1CCCN(S(=O)(=O)c2ccc(F)cc2)C1)N1CCOCC1 (stereo not drawn)	-64	0	-87	-3	2	.	-229	-2	-286	7	-42
Cn1c(O)c(C=Nc2ccc(Br)cc2)sc1=O	-82	2	-72	12	9	-1	-302	-5	-340	-17	-60
COc1cc(NC(=O)Nc2c(C)n(C)n(-c3ccccc3)c2=O)cc(OC)c1OC	7	-7	3	-3	1	0	14	-6	-25	-7	-13
Oc1ccc(C[C@@H]2CNCCN2CC2CCCCC2)cc1	-1	2	-4	0	11	4	-8	-2	-30	8	1
CC(C)COc1ccc(-c2nnc(-c3ccncc3)o2)cc1	-52	6	-27	-6	7	0	-205	-3	-262	-21	-79
Oc1ccc(Br)cc1CNc1cccc2cccnc12	15	-3	8	1	8	4	-1	-21	10	-6	-24
O=C(NC1CCCCC1)N1CCCc2ccccc21	4	0	-14	-11	-6	2	2	-4	4	3	-16
COc1cccc(CNC(=O)CCn2c(=O)oc3ccccc32)c1	-2	0	16	1	3	1	14	-5	7	-17	12
COc1ccc(/C=C2/C(=O)C(C)(C(C)C)CCC2C)cc1 (stereo not drawn)	-11	0	-4	-3	-1	8	-77	-4	-35	-14	1
CCN(CC)c1ccc(S(=O)(=O)N2CCCCC2)cc1NC(=O)CN1C(=O)NC2(CCCC2)C1=O	-3	2	-39	-3	-13	-1	-11	-6	-1	24	10

# More compounds follow:
Structure	MITF TRPM1 inh	PDI inh	Shn3 3UTR inh	Vif imaging	KKLEB tox	NR2E3 ag-1	HIF-2a inh	CaV13 ICDI inh	Peg3 promoter	CF NFkB block	NR2E3 ag-2
CCOCCCN1C(=O)C(=O)N(CC(=O)N2c3ccccc3NC(=O)CC2C)C1=O (stereo not drawn)	0	7	1	-6	-1	2	-2	-6	2	6	-9
Cn1c(-c2sc3cc(C(F)(F)F)cnc3c2-c2cccs2)n[nH]c1=S	0	8	1	6	4	-1	7	-7	11	-13	-28
O=c1[nH]c2ccc([N+](=O)[O-])cc2nc1/C=C(\O)c1ccccc1	-6	-2	-11	-1	-20	3	-26	-24	-5	3	-11
COC(=O)C1=C(C)NC(=O)NC1c1ccc(-c2ccc(F)cc2)o1 (stereo not drawn)	8	-4	6	-26	-13	0	23	-2	2	-29	-26
CC1(C(=O)NS(=O)(=O)C2CC2)CCCN(C(=O)c2cccc(OC(F)(F)F)c2)C1 (stereo not drawn)	.	-7	18	1	6	.	4	-6	9	-56	7
CC(C)(C)c1nnc(NC(=O)CCS(=O)(=O)c2ccccc2)s1	9	-5	-4	5	1	0	8	-7	1	12	-3
O=C(NCCCCNC(=O)c1ccc(Br)s1)c1ccc(Br)s1	-8	6	-1	-4	-7	0	2	-6	-15	14	-26
CN(C)S(=O)(=O)Nc1cccc(Br)c1	-3	-5	-6	-1	12	-2	16	3	-3	-4	-18
O=C(O)Cn1c2c(c3ccccc31)CCCC2	0	25	8	0	5	3	17	.	5	-6	-33
COC(=O)C(C)N1CCC(=O)c2ccccc2S1(=O)=O (stereo not drawn)	-3	4	-7	.	-4	1	0	-6	0	4	-48
O=C(O)c1ccc2c(c1)S(=O)(=O)c1ccccc1C2=O	3	-3	-8	4	-6	.	19	.	15	6	-6
COc1ccc(C(=O)/C=C/Nc2c(C)n(C)n(-c3ccccc3)c2=O)c(OC)c1	-3	-1	-5	1	-4	0	12	-4	21	20	-26
Cc1cccn2c(=O)c(C=O)c(N3CCC4(CC3)OCCO4)nc12	.	2	-19	7	-9	-2	15	-22	16	1	-33
CC(C)c1cccc(C(C)C)c1NC(=O)c1ccccc1	-15	-3	-11	0	2	7	17	-3	16	-14	15
CC(NC(=S)Nc1ccccc1C(F)(F)F)C1CC2CCC1C2 (stereo not drawn)	15	3	12	8	-8	0	13	-7	23	16	-18
CNCCCOc1cccc(Oc2ccccc2)c1	-29	-1	6	-1	3	1	-36	2	-65	5	-21
O=S(=O)(N1CCOCC1)N1CCN(c2ccc(F)cc2)CC1	-1	-2	6	-1	15	-1	17	-8	11	-6	8
O=C(c1cccnc1)N(c1cc2sc(=O)oc2c2ccccc12)S(=O)(=O)c1ccccc1	3	0	-9	-1	-17	0	5	-3	14	67*	-16
CC(C)Cn1c(SCC(=O)N(C)C2CCS(=O)(=O)C2)nc2cc(Cl)ccc2c1=O (stereo not drawn)	11	-3	-23	-14	-1	-5	5	-5	4	28	0
COc1ccc(/C=C2/CCOC2=O)cc1	5	6	-23	0	7	-1	-16	.	-37	-4	-4

# Continued:
Structure	MITF TRPM1 inh	PDI inh	Shn3 3UTR inh	Vif imaging	KKLEB tox	NR2E3 ag-1	HIF-2a inh	CaV13 ICDI inh	Peg3 promoter	CF NFkB block	NR2E3 ag-2
O=C(COc1ccccc1)Nc1nnc(-c2ccc(Cl)s2)o1	-2	-33	-8	7	-2	4	-11	-5	-15	-15	-14
Cc1cc(NC(=O)CSc2nccn2-c2ccc(F)cc2)no1	4	7	12	-3	-5	2	16	-4	-3	3	9
O=C(Cn1nc(C(=O)O)c2ccccc2c1=O)Nc1ccc(Br)cc1	.	-2	0	3	0	2	4	-5	17	8	-3
COc1ccc(-n2nnnc2SCC(=O)NCc2ccco2)cc1OC	4	5	15	-4	7	4	12	-8	10	-4	12
Cc1ccc(CN2[C@@H]3c4ccccc4C[C@@H]3OCCS2(=O)=O)cc1	-3	0	-5	-3	-1	0	16	-5	6	-6	8
CC(C)CC(=O)NC(NC(=O)CC(C)C)c1cccc([N+](=O)[O-])c1	16	-1	-31	1	10	1	5	-3	15	6	-18
COc1ccc(-c2c(C(C)=O)c(C)nc3sc4c(=O)[nH]nnc4c23)cc1	-1	0	5	0	-17	-1	13	-3	2	22	-6
